Screening results: PubChem, Vanderbilt High Throughput Screening Facility
AMPAR-TARP mod = modulators of AMPA receptor GluA2-stargazin complexes | actives 3.5% (n = 40,000) | HEK293 GluA2+stargazin, membrane potential dye (FDSS), glutamate EC50; hits were called plate by plate, in both directions | calls only at 30 µM | O88602+P19491;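 active = any of four per-well response measures lying three or more SD from its plate-wide compound average, in either direction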
Target sequence (O88602 whole entry, looked up): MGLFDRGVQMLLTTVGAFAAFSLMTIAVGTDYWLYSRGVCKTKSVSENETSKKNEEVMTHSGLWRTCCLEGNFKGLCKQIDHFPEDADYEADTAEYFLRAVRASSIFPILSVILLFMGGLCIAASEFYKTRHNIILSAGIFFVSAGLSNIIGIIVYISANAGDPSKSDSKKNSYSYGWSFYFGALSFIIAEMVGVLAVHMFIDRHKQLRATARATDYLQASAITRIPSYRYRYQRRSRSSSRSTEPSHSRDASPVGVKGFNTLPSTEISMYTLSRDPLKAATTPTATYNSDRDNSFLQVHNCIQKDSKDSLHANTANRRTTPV
Target sequence (P19491 whole entry, looked up): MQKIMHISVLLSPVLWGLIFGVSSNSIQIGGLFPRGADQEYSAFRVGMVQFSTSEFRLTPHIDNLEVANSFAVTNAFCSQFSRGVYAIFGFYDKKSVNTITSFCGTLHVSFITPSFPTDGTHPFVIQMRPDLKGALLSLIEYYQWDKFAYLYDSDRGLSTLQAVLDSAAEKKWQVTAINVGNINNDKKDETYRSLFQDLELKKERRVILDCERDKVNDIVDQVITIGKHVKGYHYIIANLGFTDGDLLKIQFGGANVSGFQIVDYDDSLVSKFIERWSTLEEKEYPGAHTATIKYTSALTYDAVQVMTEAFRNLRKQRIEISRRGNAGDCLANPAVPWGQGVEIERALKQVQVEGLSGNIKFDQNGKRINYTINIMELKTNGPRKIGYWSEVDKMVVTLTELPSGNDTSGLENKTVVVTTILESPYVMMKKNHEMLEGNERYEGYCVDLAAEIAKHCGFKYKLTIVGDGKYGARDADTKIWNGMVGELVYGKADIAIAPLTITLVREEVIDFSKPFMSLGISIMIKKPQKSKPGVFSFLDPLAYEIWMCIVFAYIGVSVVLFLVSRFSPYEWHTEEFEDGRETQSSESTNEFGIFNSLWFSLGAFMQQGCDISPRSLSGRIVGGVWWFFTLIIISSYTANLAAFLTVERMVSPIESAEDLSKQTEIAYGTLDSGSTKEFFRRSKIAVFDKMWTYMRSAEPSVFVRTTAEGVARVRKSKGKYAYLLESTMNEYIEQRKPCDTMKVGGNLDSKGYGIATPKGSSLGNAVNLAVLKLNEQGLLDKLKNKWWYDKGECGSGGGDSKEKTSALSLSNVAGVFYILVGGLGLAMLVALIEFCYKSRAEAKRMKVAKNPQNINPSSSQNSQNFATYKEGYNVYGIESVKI
AMPAR-TARP mod agonism max-min = recorded beside AMPAR-TARP mod, whose call it bears; compound max-min signal; compound-alone response (agonism);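 unitless range of fluorescence divided by baseline over first 100 seconds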
AMPAR-TARP mod glutamate slope = further read-out of AMPAR-TARP mod, marked with its call; glutamate slope, % of max; measured here: glutamate response slope, % max;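 scaled per plate between vehicle wells and maximal 1 mM glutamate control wells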
Starred values were filed as active, the others as inactive; i = inactive; + = active, no number.

SMILES	AMPAR-TARP mod	AMPAR-TARP mod agonism max-min	AMPAR-TARP mod glutamate slope
O=C(NCCn1ncc2c(NCCc3ccccc3)ncnc21)c1ccc(F)cc1F	i	0.069	75
O=C(Nc1ccc(Cl)cc1F)C12CC3CC(CC(C3)C1)C2	i	0.062	35
Cc1noc(C)c1S(=O)(=O)NCC1CCN(C(=O)c2cc3ccccc3o2)CC1	i	0.086	34
Cc1ccc(C)c(N2CCN(C(=O)c3ccc(S(=O)(=O)c4ccccc4)nc3)CC2)c1	i	0.048	45
CCCn1c(=O)c2c(nc3n(-c4ccc(OC)cc4OC)c(C)c(C)n23)n(C)c1=O	i	0.11	67
Cc1ccsc1C(O)CNC(=O)C1CCN(S(C)(=O)=O)CC1 (stereo not given)	i	0.12	54
O=C(c1ccco1)N1CCc2ccc(NS(=O)(=O)Cc3ccccc3)cc21	i	0.044	48
COc1cccc(C(CNS(=O)(=O)Cc2ccccc2Cl)N2CCOCC2)c1 (stereo not given)	i	0.12	52
CCn1c(=O)c2c(nc3n(-c4cccc(OC)c4)c(C)c(C)n23)n(C)c1=O	i	0.11	33
Cc1ccc(S(=O)(=O)CCCC(=O)N(CCN(C)C)c2nc3c(C)cccc3s2)cc1	i	0.067	64
COCCNCc1ccsc1	i	0.03	33
Cc1ccc(NC(=O)c2cccc(S(=O)(=O)C(C)C)c2)c(C(=O)c2ccccc2)c1	i	0.039	50
COC(=O)c1ccc(NC(=O)C(=O)NCC2CCN(C(=O)Oc3ccccc3)CC2)cc1	i	0.094	60
O=C(c1c(F)cccc1Cl)N1CCN(c2ccc(Nc3cccnc3)nn2)CC1	i	0.32	55
COc1ccccc1N1CCCn2c1nc1c2c(=O)n(Cc2ccccc2)c(=O)n1C	i	0.049	31
OC(COc1ccc2c(c1)OCO2)CN1CCCC1 (stereo not given)	i	0.039	56
COc1ccc(S(=O)(=O)NCCn2nc(-c3ccc(Cl)cc3)ccc2=O)cc1F	i	0.094	55
O=C(NCCCO)C(=O)NCC1COC2(CCCCC2)O1 (stereo not given)	i	0.095	41
COc1cccc(-n2nnc3c(N4CCN(C(=O)c5ccccc5C)CC4)ncnc32)c1	i	0.075	50
Cc1ccccc1Cn1nc2c(=O)n(-c3ccc(Br)cc3)ccn2c1=O	i	0.092	84
COc1ccc(OC)c(NS(=O)(=O)c2cc(N3C(=O)CCS3(=O)=O)ccc2C)c1	i	0.077	58
Cn1cc(C(=O)N2CCCC2)cc(NC(=O)c2ccco2)c1=O	i	0.072	55
CCC(=O)c1ccc(OCC(O)CN2CCN(S(=O)(=O)N(C)C)CC2)cc1 (stereo not given)	i	0.088	45
O=C(Nc1cccc(Cl)c1Cl)c1nc(-c2cnccn2)no1	i	0.14	57
O=C(Cc1ccc(NC(=O)c2cnccn2)cc1)NCc1cccs1	i	0.063	58
SMILES	AMPAR-TARP mod	AMPAR-TARP mod agonism max-min	AMPAR-TARP mod glutamate slope
CC(C)CCNC(=O)C(=O)NCC1COC2(CCCCC2)O1 (stereo not given)	i	0.091	58
COc1ccc(CNC(=O)CN2C(=O)CC(c3ccccc3)=Nc3ccccc32)cc1	i	0.051	57
CC(C)(C)C(=O)N1CCN(Cc2nnnn2-c2ccc(F)c(F)c2)CC1	i	0.056	54
COC(=O)c1ccc(NC(=O)C(=O)NCC2CCN(Cc3ccccc3SC)CC2)cc1	i	0.1	59
COc1cc(C(=O)NC2(c3nc(-c4ccsc4)no3)CCCCC2)cc(OC)c1OC	i	0.049	59
CC(C(=O)Nc1ccc2c(c1)OCO2)N1C(=O)c2ccccc2S1(=O)=O (stereo not given)	i	0.1	61
O=S(=O)(c1cccs1)N1CCN(c2ccc(-c3cccs3)nn2)CC1	i	0.046	24
Clc1ccc(C2=NCCN2)cc1	i	0.097	55
Cc1cc(C)n(-c2cc(NCCNC(=O)Nc3cccc(F)c3)nc(C)n2)n1	i	0.13	57
CCOC(=O)Cn1c(=O)c2c(nc3n(-c4cccc(OC)c4)c(-c4ccccc4)cn23)n(C)c1=O	i	0.044	59
COCC(=O)N1CCCc2ccc(NC(=O)C3(c4ccc(Cl)cc4)CCCC3)cc21	i	0.081	67
CCOC(=O)N1CCN(C(=O)CSc2nnc(-c3cn(C)nc3OC)n2C)CC1	i	0.07	52
COCCn1c(=S)[nH]c2cc(C(=O)NCc3ccccn3)ccc2c1=O	i	0.14	58
O=C(CCc1csc2nc(-c3ccc(Cl)cc3)cn12)Nc1nccs1	i	0.16	74
O=S(=O)(NCC1CCN(c2ccccn2)CC1)c1cccc2ccccc12	i	0.12	60
CCOc1ccccc1-n1nnc(C(=O)N(C)C2CCS(=O)(=O)C2)c1C (stereo not given)	i	0.096	51
CCN(CC)C(=O)CSc1nc2ccccc2c(=O)n1Cc1ccccc1	i	0.081	55
O=C(CN1CCN(C(=O)CSCc2ccccc2)CC1)c1cccs1	i	0.059	63
COc1ccc(CCNC(=O)CSc2ccc(NC(=O)c3ccccc3)nn2)cc1	i	0.038	32
O=C(NCCn1ncc2c(N3CCN(Cc4ccccc4)CC3)ncnc21)C12CC3CC(CC(C3)C1)C2	i	0.041	58
CC1=C(C)CC2C(=O)N(c3ccc(N4CCCCC4)cc3)C(=O)C2C1 (stereo not given)	i	0.086	58
CS(=O)(=O)N1CCCCC1C(=O)N1CCc2ccccc2C1 (stereo not given)	i	0.088	60
N#Cc1ccccc1CN1CCC(c2nnc(-c3ccco3)s2)CC1	i	0.091	54
CCCNC(=O)Cn1nc2c(c1NC(=O)CC(c1ccccc1)c1ccccc1)CSC2	i	0.076	64
O=c1nc(SCc2cccc([N+](=O)[O-])c2)c2c(n1CCO)CCC2	i	0.066	52
SMILES	AMPAR-TARP mod	AMPAR-TARP mod agonism max-min	AMPAR-TARP mod glutamate slope
O=C(Cn1cnc(-c2cccs2)cc1=O)NCCOc1cc(N2CCCCC2)ncn1	i	0.08	56
O=C(NCC1(O)CCc2ccccc21)Nc1cccs1 (stereo not given)	i	0.091	55
CSc1ccccc1C(=O)NCC1CCN(C(=O)c2ccccc2F)CC1	i	0.054	43
Cc1cc(NC(=O)Cc2ccc(F)cc2)n(-c2nc(-c3cccs3)cs2)n1	i	0.047	18
CSc1nc2c(c(=O)[nH]1)C(c1ccc(OCc3ccccc3)cc1)C1=C(CCCC1=O)N2 (stereo not given)	i	0.054	36
COC(=O)c1sc(NC(=O)CSc2nc(C)nc3sc4c(c23)CCC4)c(C(=O)OC)c1C	i	0.079	38
Cc1ccc(NS(=O)(=O)CCc2ccccc2)cc1N1CCCCC1=O	i	0.05	44
CCOC(=O)N1CCN(C(=O)CSc2ncnc3c2nnn3C)CC1	i	0.11	61
COc1cccc(CNC(=O)NC2(c3nc(-c4ccsc4)no3)CCCCC2)c1	i	0.081	64
COc1ccc(-c2ccc(NC(=O)Nc3cc(Cl)ccc3OC)cc2)nn1	i	0.12	54
COc1ccc(Nc2nnnc3c2cnn3-c2ccccc2)c(OC)c1	i	0.25	47
COc1ccc(S(=O)(=O)CC(=O)Nc2sccc2C#N)cc1	i	0.038	45
O=c1c2cn[nH]c2nc(SCc2nc(-c3ccccc3)no2)n1-c1ccccc1	i	0.032	43
Cc1cccc(NC(=O)c2cc3c([nH]c4ccccc43)c(C)n2)c1C	i	0.075	-14
CC(=O)c1cccc(S(=O)(=O)N2CC(c3nc(C)no3)C2)c1	i	0.13	79
Cc1c(C)n2c3c(=O)n(CC(N)=O)c(=O)n(C)c3nc2n1-c1ccc(C(F)(F)F)cc1	i	0.082	23
Cc1ccc(Sc2ccc(N3CCC(C(=O)N4CCC(Cc5ccccc5)CC4)CC3)nn2)cc1	i	0.042	26
COC(=O)N1CCC(CNS(=O)(=O)CCc2ccccc2)CC1	i	0.099	60
CN(C)C(=O)CSc1nc(-c2ccccc2)[nH]c1S(=O)(=O)c1ccccc1	i	0.091	59
CCC(CO)NC(=O)C(=O)Nc1c2c(nn1-c1ccccc1)CS(=O)(=O)C2 (stereo not given)	i	0.098	62
CN1CCN(C(=O)C2CCN(c3ccc(-c4ccc(Cl)cc4)nn3)CC2)CC1	i	0.11	46
O=c1nc(SCc2ccccn2)c2c(n1CCCO)CCCC2	i	0.054	53
CCSc1nnc(NC(=O)C2CN(C(=O)c3cnccn3)C2)s1	i	0.082	45
COc1ccc(OC)c(NC(=O)c2ccc(=O)n(Cc3ccccc3Cl)c2)c1	i	0.076	61
COc1ccc(S(=O)(=O)CCCC(=O)Nc2nc3c(Cl)cccc3s2)cc1	i	0.06	57
SMILES	AMPAR-TARP mod	AMPAR-TARP mod agonism max-min	AMPAR-TARP mod glutamate slope
CC1CCN(C(=O)CSc2nnc3sc4ccccc4n23)CC1	i	0.11	61
COC(=O)N1CCN(CCNC(=O)CSc2nnnn2C)CC1	i	0.093	67
O=C(CN1CCN(CC(=O)Nc2cccc(F)c2)CC1)Nc1ccc(Cl)cc1	+	0.15*	40*
Cc1ccc(C)c(N2CCN(S(=O)(=O)c3ccccc3)CC2)c1	i	0.051	73
Cc1noc(C2CN(S(=O)(=O)c3cccs3)C2)n1	i	0.16	67
CCc1ccc(Oc2cc(N3CCC(C(=O)NCCCOC)CC3)ncn2)cc1	i	0.1	62
O=C(Cc1csc(Nc2ccc(Cl)cn2)n1)Nc1ccc(OC(F)(F)F)cc1	i	0.13	33
Cc1cc(C)n(-c2ccc(NCCNC(=O)c3ncccn3)nn2)n1	i	0.06	59
CS(=O)(=O)c1ccc2nc(NC(=O)Cn3cccn3)sc2c1	i	0.14	62
Cc1cc(C)c(S(=O)(=O)Nc2ccccc2)c(C)c1N(C)S(C)(=O)=O	i	0.073	36
COc1ccc(-c2nnc(NC(=O)Cc3ccccc3)o2)c(OC)c1	i	0.14	58
Cc1cc(C)c(S(=O)(=O)NC(C)C)cc1N(C)S(=O)(=O)c1ccc(Cl)cc1	i	0.066	45
O=C(NCc1ccco1)c1ccc(Cn2c(=S)[nH]c3ccc(Br)cc3c2=O)cc1	i	0.075	80
CCNc1nn(CC(=O)Nc2ccccc2OCC)c(N)c1-c1nc(-c2ccccc2C)no1	i	0.091	61
COc1ccc(-n2nnnc2CNC(=O)Nc2cc(OC)c(OC)c(OC)c2)cc1	i	0.1	72
COc1ccc(NC(=O)Cn2cc(OC)c(=O)cc2CSc2nc(C)cc(C)n2)c(OC)c1	i	0.043	45
O=C(CCCS(=O)(=O)c1ccccc1)Nc1ccc(-c2nc3ccccc3[nH]2)cc1	i	0.14	77
CC(C)C(=O)Nc1ccc(S(=O)(=O)Nc2ccc(CC(=O)N3CCC(O)CC3)cc2)cc1	i	0.096	40
CN(Cc1ccccc1)C(=S)NC(=O)Cc1cccc2ccccc12	i	0.055	27
CCn1c(C)cc(O)c(C(c2cccnc2)c2c(O)cc(C)n(CC)c2=O)c1=O	i	0.096	60
CCC(C(=O)NCCN1CCC(c2cccs2)CC1)c1ccccc1 (stereo not given)	i	0.062	60
COc1ccc(-c2cc(C(=O)N3CCOCC3)c3c(C)nn(C4CCS(=O)(=O)C4)c3n2)cc1 (stereo not given)	i	0.096	60
CCOc1cc(C)c(S(=O)(=O)N2CCN(C)CC2)cc1C	i	0.052	58
CCOC(=O)CC1C(=O)NCCN1C/C=C/c1ccccc1 (stereo not given)	i	0.1	69
O=S(=O)(c1ccc(F)c(Cl)c1)N1CCN(c2ccc(-c3ccco3)nn2)CC1	i	0.049	25
SMILES	AMPAR-TARP mod	AMPAR-TARP mod agonism max-min	AMPAR-TARP mod glutamate slope
Cc1ccc2nc(NC(=O)CSc3ccc(NC(=O)C(C)C)nn3)sc2c1	i	0.1	50
O=C(Cn1cnc(-c2ccccc2)cc1=O)Nc1cc(Cl)ccc1O	i	0.11	41
COc1ccc(OCC(=O)Nc2cc(C)nn2-c2nc(-c3ccc(OC)c(OC)c3)cs2)cc1	i	0.045	22
CCCCn1c(=O)c2c(nc3n2CCCN3c2ccc(OC)cc2OC)n(C)c1=O	i	0.059	47
O=C(Cn1nc2ccc(SCc3ccc(Cl)cc3)nn2c1=O)NCc1ccc2c(c1)OCO2	i	0.13	67
Cc1noc(C)c1S(=O)(=O)N1CCC(Cn2ccnc2C)CC1	i	0.12	74
Cc1cccc(NC(=O)CC2CSc3nc4c(c(=O)n32)CCC4)n1 (stereo not given)	i	0.071	33
Cc1ccccc1NC(=O)CSc1cc(N2CCOCC2)ncn1	i	0.099	66
Cn1cnc2cc(OC(=O)C34CC5CC(CC(C5)C3)C4)ccc21	i	0.12	48

Of the compounds above, these have a thiophene ring, fused or not:
SMILES	AMPAR-TARP mod	AMPAR-TARP mod agonism max-min	AMPAR-TARP mod glutamate slope
Cc1ccsc1C(O)CNC(=O)C1CCN(S(C)(=O)=O)CC1 (stereo not given)	i	0.12	54
COCCNCc1ccsc1	i	0.03	33
O=C(Cc1ccc(NC(=O)c2cnccn2)cc1)NCc1cccs1	i	0.063	58
COc1cc(C(=O)NC2(c3nc(-c4ccsc4)no3)CCCCC2)cc(OC)c1OC	i	0.049	59
O=S(=O)(c1cccs1)N1CCN(c2ccc(-c3cccs3)nn2)CC1	i	0.046	24
O=C(CN1CCN(C(=O)CSCc2ccccc2)CC1)c1cccs1	i	0.059	63
O=C(Cn1cnc(-c2cccs2)cc1=O)NCCOc1cc(N2CCCCC2)ncn1	i	0.08	56
O=C(NCC1(O)CCc2ccccc21)Nc1cccs1 (stereo not given)	i	0.091	55
Cc1cc(NC(=O)Cc2ccc(F)cc2)n(-c2nc(-c3cccs3)cs2)n1	i	0.047	18
COC(=O)c1sc(NC(=O)CSc2nc(C)nc3sc4c(c23)CCC4)c(C(=O)OC)c1C	i	0.079	38
COc1cccc(CNC(=O)NC2(c3nc(-c4ccsc4)no3)CCCCC2)c1	i	0.081	64
COc1ccc(S(=O)(=O)CC(=O)Nc2sccc2C#N)cc1	i	0.038	45
Cc1noc(C2CN(S(=O)(=O)c3cccs3)C2)n1	i	0.16	67
CCC(C(=O)NCCN1CCC(c2cccs2)CC1)c1ccccc1 (stereo not given)	i	0.062	60

The list is partial; the hit share may differ from the screen's.
